# High-throughput results from PubChem BioAssay.
# Gal4-VP16 FLuc: counter-screen for ROR gamma inhibitors: Gal4-VP16 reporter | Drosophila S2 Gal4-VP16 UAS-luciferase, luminescence, 20 h | Potency, µM (series often up to 53.6 µM), inactives show at the top dose activity, negative = inhibition, usual class: inhibitors | 310,000 tested, 3.5% active | AID 2546;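 further: Gal4-VP16 expression switched on by copper sulfate through the metallothionein promoter; potency means the concentration at half of the fitted maximal effect; on the % scale 0 is the no-effect control and ±100 the full control effect; nearly all actives have a fitted effect of over 50% in size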
# FLuc counter: counter-screen for miR-21 project: firefly luciferase inhibitors or activators | AID 588342 | 360,000 tested, 6.9% active | Potency, µM (top dose mostly 57.5 µM), for inactives: at the top dose activity change, negative = inhibition, actives largely listed as inhibitors | P08659 | purified FLuc, Km substrates, luminescence inhibition;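 further: potency means the concentration at half of the fitted maximal effect; plate controls were vehicle for no effect and reference inhibitor for full effect; nearly all actives have a fitted effect of over 55% in size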
# Target sequence (P08659 whole entry, looked up): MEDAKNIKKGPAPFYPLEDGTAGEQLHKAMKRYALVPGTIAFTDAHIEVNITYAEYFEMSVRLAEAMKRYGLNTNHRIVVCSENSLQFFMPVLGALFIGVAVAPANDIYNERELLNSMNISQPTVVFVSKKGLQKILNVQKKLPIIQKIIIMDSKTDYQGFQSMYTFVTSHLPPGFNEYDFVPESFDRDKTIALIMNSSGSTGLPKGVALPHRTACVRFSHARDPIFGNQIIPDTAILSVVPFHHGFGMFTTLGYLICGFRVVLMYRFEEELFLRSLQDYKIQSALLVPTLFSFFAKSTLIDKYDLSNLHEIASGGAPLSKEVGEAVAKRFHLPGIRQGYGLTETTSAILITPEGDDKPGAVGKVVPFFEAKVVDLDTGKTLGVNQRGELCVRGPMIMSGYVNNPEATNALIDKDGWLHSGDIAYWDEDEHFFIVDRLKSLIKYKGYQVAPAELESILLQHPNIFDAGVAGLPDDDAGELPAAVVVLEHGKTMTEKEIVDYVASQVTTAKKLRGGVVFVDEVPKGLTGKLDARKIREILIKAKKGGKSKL
#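 Purified P. pyralis luciferase (10nM final) with 10uM D-luciferin and 10uM ATP (Km levels) in 50mM Tris acetate pH 7.5, 10mM Mg acetate, 0.01% Tween-20, 0.05% BSA; qHTS 6-point titration, ~60 µM downward; luminescence read.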
# p53 reactivation: re-activators of mutant p53; AID 504706; 320,000 tested, 0.063% active; H1299 p53-A138V BP100-luciferase reporter, luminescence, 24 h; Potency, µM (titrated, usually from 92.2 µM), for inactives: at the top dose activity change, positive = activation, hits mostly activators; further: potency means the concentration at half of the fitted maximal effect; % of control where 0% means no effect; nearly all actives have a fitted effect of over 45% in size
#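 H1299 (p53-null), stable ts p53-A138V + BP100-Luc; 1000 cells/well, Opti-MEM/10% FBS; cpd 4 pt, 1:5; 24 h, 37 deg C, 5% CO2; detection reagent 10 min RT; luminescence.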
# ELG1 DNA repair: blocks ELG1-dependent DNA repair in HEK293T cells | 330,000 tested, 2.3% active | Potency, µM (doses to about 46.1 µM), for inactives: top-dose activity change, negative = inhibition, usual class: inhibitors | HEK293T ELG1-luciferase reporter, luminescence, 16 h; DNA damage induced by 5-fluorouridine | AID 504467; further: potency means the concentration at half of the fitted maximal effect; on the % scale 0 is the no-effect control and ±100 the full control effect; nearly all actives have a fitted effect of over 55% in size
#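 Luminescence from the luciferase reporter, measured 30 min after ONE-Glo reagent at room temperature, was the read-out. Beforehand, 2,000 cells per well were exposed for 16 hr at 37 °C to 5-fluorouridine together with compound or vehicle.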
# Rab9 prom act: activates the Rab9 promoter. Huh7 Rab9 promoter-luciferase reporter, luminescence, 24 h. Potency, µM (top dose mostly 9.22 µM), inactives show at the top dose activation, negative = inhibition, usual class: activators. 320,000 tested, 2.8% active. AID 485297; further: potency means the concentration at half of the fitted maximal effect; % of control where 0% means no effect; nearly all actives have a fitted effect of over 60% in size
#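 Cell-based reporter: Huh7 stable for Rab9 promoter-driven luciferase, plated in reduced-serum medium with 10% FBS at 1500 cells/well, compound-treated 24 h at 37 °C, luminescence read after 10 min reagent.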
# NPC1 promoter act: activators of NPC1 promoter; Potency, µM (highest dose often 9.22 µM), for the others: at the highest dose activation, actives largely listed as activators; 320,000 tested, 2.4% active; Huh7 NPC1 promoter luciferase reporter, 24 h;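 further: potency means the concentration at half of the fitted maximal effect; % of control where 0% means no effect; nearly all actives have a fitted effect of over 60% in size; reporter is driven by a mutant NPC1 promoter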
#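 Stably transfected Huh7 (NPC1 promoter→luciferase), 1500 cells/well in Opti-MEM + 10% FBS, 2 h settle, then compound 24 h at 37 °C. Luminescence after 10 min with Amplite reagent.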
# Tb PFK block: blocks T. brucei phosphofructokinase. O15648. T. brucei PFK, ADP-Glo luminescence. Potency, µM (titrated, usually from 57.5 µM), inactives show at the highest dose activity, negative = inhibition, most hits filed as inhibitors. 330,000 tested, 0.17% active;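 further: potency means the concentration at half of the fitted maximal effect; 0% = uninhibited 1x PFK enzyme wells and -100% = no-enzyme wells; nearly all actives have a fitted effect of over 60% in size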
#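 ADP-Glo luminescence quantified ADP after 45 min at room temperature, with 1.25 nM T. brucei PFK, 0.1 mM ATP and 0.5 mM fructose-6-phosphate in pH 8.0 TEA buffer. qHTS titrations up to 57 µM; curves classified by quality.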
# TRPV1 agonist: activates the human vanilloid receptor TRPV1. TRPV1-expressing cells, Fluo-8 calcium influx, agonist mode. Q8NER1. AID 540275. 320,000 tested, 0.19% active. activation, % at 8.33 µM; in the data active means activation above about 80%; inconclusive means between about 30% and that limit; further: 0% is about no effect
#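 Cells expressing TRPV1 were dye-loaded with Fluo-8 and read kinetically: 10 s baseline, 3 min after compound (agonist portion), then 2 min after EC20 capsaicin (allosteric enhancer portion). Calcium-bound dye fluorescence at 480/520 nm.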
# BRCA1 expr up: BRCA1 expression activation | Potency, µM (series often up to 46.1 µM), inactives show at the top dose activation, hits mostly activators | AID 624202 | 380,000 tested, 1.1% active | MCF7-BRCA1-FFLuc reporter, luminescence, 48 h; response scale: scaled: vehicle 0%, 10 µM genistein 100%; further: potency means the concentration at half of the fitted maximal effect; nearly all actives have a fitted effect of over 80% in size; some results filed as inactive show a strong effect at the top dose
#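 Quantitative HTS in MCF7 cells stably reporting BRCA1 expression via firefly luciferase. Compound treatment lasts 48 h at 37 °C in phenol-red free MEM. Activation is expressed relative to genistein at 10 microM and DMSO.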
# ELG1 genotox: induces genotoxicity in HEK293T cells with luciferase-tagged ELG1. HEK293T ELG1-luciferase reporter, luminescence, 16 h. Potency, µM (doses to about 46 µM), inactives show at the top dose activity change, positive = activation, most hits filed as activators. 330,000 tested, 1.3% active. AID 504466; further: potency means the concentration at half of the fitted maximal effect; % of control where 0% means no effect; nearly all actives have a fitted effect of over 60% in size
#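 HEK293T cells expressing luciferase-tagged ELG1 were exposed to compound or DMSO vehicle for 16 hr at 37 °C and 5% CO2. Luciferase activity was then measured with ONE-Glo after 30 min at room temperature.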
# RORg inh: blocks mouse ROR gamma transcriptional activity; P51450; Drosophila S2 Gal4-RORgamma UAS-luciferase reporter, 20 h; Potency, µM (titrated, usually from 53.6 µM), for the others: at the top dose activity change, negative = inhibition, most hits filed as inhibitors; 310,000 tested, 5.4% active; AID 2551; further: potency means the concentration at half of the fitted maximal effect; on the % scale 0 is the no-effect control and ±100 the full control effect; nearly all actives have a fitted effect of over 60% in size
# Target sequence (P51450 whole entry, looked up, the tested form may be a part): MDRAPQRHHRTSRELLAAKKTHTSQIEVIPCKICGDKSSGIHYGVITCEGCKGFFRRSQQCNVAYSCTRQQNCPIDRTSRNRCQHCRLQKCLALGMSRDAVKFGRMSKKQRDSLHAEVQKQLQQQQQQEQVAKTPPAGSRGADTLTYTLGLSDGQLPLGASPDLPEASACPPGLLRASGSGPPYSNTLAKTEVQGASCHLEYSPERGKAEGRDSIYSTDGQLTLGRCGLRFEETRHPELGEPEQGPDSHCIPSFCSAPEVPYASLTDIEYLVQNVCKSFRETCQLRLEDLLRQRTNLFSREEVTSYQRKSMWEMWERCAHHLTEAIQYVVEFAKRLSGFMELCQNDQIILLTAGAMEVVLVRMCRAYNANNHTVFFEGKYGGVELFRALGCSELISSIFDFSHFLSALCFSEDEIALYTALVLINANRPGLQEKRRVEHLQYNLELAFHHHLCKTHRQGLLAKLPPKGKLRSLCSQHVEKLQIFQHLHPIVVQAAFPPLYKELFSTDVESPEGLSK
#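 Schneider cells (Drosophila), stable Gal4 DBD–ROR gamma + UAS-luc; 1 hr cmpd preincubation; Cu2+ induction 700 uM final; 20 hr ambient; luminescence.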
# * marks the source's active call; other numbers are inactive results; ? = inconclusive; nt = no result given; & = joins results of further samples. Unless noted, the call rests on the fitted dose curve; in most records, active means well fitted curve in the direction sought with a large enough effect; inconclusive means small, poorly fitted or top-dose-only effect, or another doubt; inactive means no such curve, though single readings can be large; an effect the other way counts as inactive or inconclusive.
SMILES,Gal4-VP16 FLuc,FLuc counter,p53 reactivation,ELG1 DNA repair,Rab9 prom act,NPC1 promoter act,Tb PFK block,TRPV1 agonist,BRCA1 expr up,ELG1 genotox,RORg inh
Cc1ccc(NC(=S)Nc2ccc(F)cc2)cc1,?,?,nt,8%,14%,17%,1%,5,66%,1%,11µM*
Cc1ccc(S(=O)(=O)CCc2nnc(N)s2)cc1,-4%,0%,5%,0%,7%,1%,6%,6,0%,0%,13%
COc1ccc(CCNC(=O)COC(=O)c2cc(OC)c(OC)cc2OC)cc1,5%,2%,-6%,?,-2%,-5%,1%,0,0%,-4%,0%
CC(C)c1cccc(C(C)C)c1NC(=O)c1ccc(OCC(=O)NCc2ccccc2)cc1,-5%,-2%,-5%,23%,-7%,-2%,0%,-1,nt,19%,2%
COc1ccc(CNC(=O)CN(CC2CCCO2)C(=O)CNS(=O)(=O)c2ccccc2)cc1 (stereo not given),1%,0%,-11%,3%,10%,-1%,-3%,-6,-2%,3%,-2%
CCOC(=O)c1cnc(-n2nc(C)cc2C)nc1Nc1ccc(OC)cc1,2.5µM*,6%,6%,?,-12%,-8%,-6%,?,-30%,12%,1.6µM*
CC(=O)Oc1ccc2c(=O)c(-c3nc4ccccc4s3)coc2c1,-4%,1.1µM*,?,?,1.3µM*,1.3µM*,3%,4,48%,?,17%
CC(=O)Nc1ccc(S(=O)(=O)NC2(C(F)(F)F)NC(=O)N(Cc3ccccc3)C2=O)cc1 (stereo not given),4%,-2%,3%,-12%,-1%,-5%,1%,0,-7%,3%,-14%
C/C(=N\OC(=O)c1c(-c2ccccc2Cl)noc1C)c1nccs1,-2%,5%,2%,4%,0%,-1%,6%,26,0%,-2%,4%
COC(=O)c1onc(-c2c(Cl)cccc2Cl)c1C(=O)OC,3%,3%,-1%,-15%,4%,-2%,10%,8,2%,-2%,31%
O=C(O)CS(=O)(=O)c1ccc(Oc2ccc(S(=O)(=O)CC(=O)O)cc2)cc1,1%,11%,-2%,-5%,-5%,-3%,1%,2,4%,-4%,-4%
CCN(CC)S(=O)(=O)c1ccc(N2CCCC2)c(C(=O)OCC(=O)Nc2cc(C)on2)c1,-2%,2%,-5%,?,0%,1%,1%,19,-18%,-6%,17%
COc1cc2[nH]c(=O)n(CCCC(=O)NCCc3ccccc3)c(=O)c2cc1OC,4%,0%,10%,-9%,0%,-1%,1%,1,14%,-2%,-16%
CCC(=O)Nc1ccc(NC(=S)NC(=O)c2cc3ccccc3o2)cc1,-10%,3%,9%,8%,2%,2%,-1%,-1,16%,?,-13%
CC(=O)NC(CCCCNC(=S)NC1CCCCC1)C(=O)O (stereo not given),-6%,0%,-2%,4%,-9%,-6%,19%,0,0%,1%,7%

# As a short view, some entries already given.
SMILES,Gal4-VP16 FLuc,FLuc counter,p53 reactivation,ELG1 DNA repair,Rab9 prom act,NPC1 promoter act,Tb PFK block,TRPV1 agonist,BRCA1 expr up,ELG1 genotox,RORg inh
CCC(=O)Nc1ccc(NC(=S)NC(=O)c2cc3ccccc3o2)cc1,-10%,3%,9%,8%,2%,2%,-1%,-1,16%,?,-13%
CC(=O)NC(CCCCNC(=S)NC1CCCCC1)C(=O)O (stereo not given),-6%,0%,-2%,4%,-9%,-6%,19%,0,0%,1%,7%

# Structures listed so far that bear a hit mark in NPC1 promoter act:
canonical_smiles,p53 reactivation,Rab9 prom act,NPC1 promoter act,Tb PFK block,TRPV1 agonist,BRCA1 expr up,RORg inh
CC(=O)Oc1ccc2c(=O)c(-c3nc4ccccc4s3)coc2c1,?,1.3µM*,1.3µM*,3%,4,48%,17%

# Arranged by number of heavy atoms (descending): some entries from above
SMILES,Gal4-VP16 FLuc,FLuc counter,p53 reactivation,ELG1 DNA repair,Rab9 prom act,NPC1 promoter act,Tb PFK block,TRPV1 agonist,BRCA1 expr up,ELG1 genotox,RORg inh
CCN(CC)S(=O)(=O)c1ccc(N2CCCC2)c(C(=O)OCC(=O)Nc2cc(C)on2)c1,-2%,2%,-5%,?,0%,1%,1%,19,-18%,-6%,17%
C/C(=N\OC(=O)c1c(-c2ccccc2Cl)noc1C)c1nccs1,-2%,5%,2%,4%,0%,-1%,6%,26,0%,-2%,4%
COC(=O)c1onc(-c2c(Cl)cccc2Cl)c1C(=O)OC,3%,3%,-1%,-15%,4%,-2%,10%,8,2%,-2%,31%

# Next results
SMILES,Gal4-VP16 FLuc,FLuc counter,p53 reactivation,ELG1 DNA repair,Rab9 prom act,NPC1 promoter act,Tb PFK block,TRPV1 agonist,BRCA1 expr up,ELG1 genotox,RORg inh
CN1C(CC(=O)c2ccccc2)CCCC1CC(O)c1ccccc1 (stereo not given),-8%&9%,7%,1%,-8%,-7%,1%,2%,-4&1,0%&16%,2%,-4%&-40%
COc1ccc(NC(=O)c2ccc(S(=O)(=O)N3CC(C)OC(C)C3)cc2)cc1 (stereo not given),nt,nt,-4%,?,nt,nt,-11%,nt,7%,-7%,nt
CCCCS(=O)(=O)N1CCCC(C(=O)NCC2CCCO2)C1 (stereo not given),-4%,-1%,nt,-1%,-2%,-4%,-2%,1,14%,-1%,0%
Cc1cc(NC(=O)CCC(=O)N(CC(=O)NC2CCCC2)c2ccc(F)c(Cl)c2)no1,0%,2%,-1%,8%,1%,-3%,1%,-1,-9%,0%,0%
CC(C)c1ccc(NC2CCCN(C(=O)c3ccc(N4CCOCC4)cc3)C2)cc1 (stereo not given),-10%,3%,-9%,-14%,-1%,-3%,-1%,?,-23%,-10%,36%
N#C/C(=C\c1ccccn1)c1nc2ccccc2s1,?,3.4µM*,?,?,?,2%,0%,?,-27%,?,?
Cc1noc(C)c1COC(=O)CCc1nc2ccccc2c(=O)[nH]1,3%,-5%,1%,25%,8%,2%,-4%,-2,-3%,3%,-11%
C=CCn1c(=NC(=O)c2cc(Cl)sc2Cl)sc2cc(S(N)(=O)=O)ccc21,?,-2%,-3%,-19%,-4%,-3%,5%,-3,-42%,-1%,-3%
O=C(COc1coc(CN2CCCc3ccccc32)cc1=O)Nc1ccccc1,nt,-1%,2%,3%,-6%,-7%,0%,1,-24%,0%,nt
COc1cc(/C=N/NC(=O)c2cccc([N+](=O)[O-])c2)cc(OC)c1O,8%,-14%,1%,17%,-4%,-3%,-7%,14,-18%,-1%,-18%
CC(=O)Nc1ccc(N2C(=O)c3cccc(NC(C)=O)c3C2=O)cc1,0%,0%,-4%,0%,-1%,-1%,6%,-2,1%,1%,13%
COc1ccc2c(c1)[nH]c1c(=O)n(CCN3CCCC3)cnc12,1%,4%,-2%,?,-5%,1%,0%,1,11%,13%,3%
Cc1oc(-c2ccc(Cl)cc2)nc1CN1CCCC(C(=O)N2CCN(C(=O)c3ccco3)CC2)C1 (stereo not given),-2%,-2%,24%,4.1µM*,-24%,-24%,-5%,7,-15%,-21%,-13%
O=C(C1CCCN(S(=O)(=O)c2cccc3cccnc23)C1)N1CCc2ccccc21 (stereo not given),-4%,-1%,1%,?,1%,0%,3%,-2,-24%,-8%,12%
CC(/C=C/c1ccc(N(C)C)cc1)=N/N=C1/NC(=O)CC(C(=O)Nc2ccc(Cl)cc2)S1 (stereo not given),8.9µM*,7.6µM*,?,?,-2%,8%,1%,2,29%,5%,2.5µM*
COc1ccc(S(=O)(=O)Nc2ccc3c(c2)OCCO3)cc1OC,nt,-13%,nt,?,0%,-4%,0%,3,-33%,2%,nt
Cc1ccc(C)c(S(=O)(=O)NCc2ccc(C(=O)N3CCN(C)CC3)cc2)c1,-4%,-7%,-8%,4%,-2%,6%,-7%,2,0%,0%,-26%
Cc1cccc(NC(=O)C23CCC(C)(C(=O)O2)C3(C)C)c1 (stereo not given),7%,-1%,-4%,-6%,-2%,-2%,3%,-3,-5%,3%,-1%
COc1cc([N+](=O)[O-])ccc1NC(=O)CCCOc1cccc(C)c1,-8%,-3%,-1%,-1%,2%,-3%,2%,-1,5%,3%,?
N#Cc1c(-c2cccs2)nc(SCc2ccc(Cl)cc2)[nH]c1=O,-15%,-6%,1%,5%,-18%,-2%,-2%,-11,-8%,1%,5%
CC(C)CC(=O)N1CCC(O)(CS(=O)(=O)c2ccc(Cl)c(Cl)c2)CC1,-1%,0%,-1%,-15%,-2%,-10%,-6%,0,-11%,-3%,5%
Cc1ccc(NS(=O)(=O)c2cccc3cccnc23)c(Br)c1,0%,4%,-2%,-1%,3%,-2%,1%,2,-22%,-5%,-31%
CCc1ccccc1NC(=S)N(Cc1ccc(C(=O)O)cc1)Cc1ccc(OC)c(OC)c1,7%,-8%,-7%,12%,4%,-8%,1%,4,16%,0%,5%
